Compound activity from PubChem.
Polio RdRp inh = inhibitors of poliovirus RNA polymerase binding and polymerization; P03300; poliovirus polymerase elongation, fluorescence polarization; active compounds read low; % elongation, % (compound at 16.7 µg/mL); actives 0.66% (n = 150,000); AID 588519; in the data active = % elongation below about 90%; also: some results filed as inactive read as strong as hits
Target sequence (P03300 1749-2209 limits assumed): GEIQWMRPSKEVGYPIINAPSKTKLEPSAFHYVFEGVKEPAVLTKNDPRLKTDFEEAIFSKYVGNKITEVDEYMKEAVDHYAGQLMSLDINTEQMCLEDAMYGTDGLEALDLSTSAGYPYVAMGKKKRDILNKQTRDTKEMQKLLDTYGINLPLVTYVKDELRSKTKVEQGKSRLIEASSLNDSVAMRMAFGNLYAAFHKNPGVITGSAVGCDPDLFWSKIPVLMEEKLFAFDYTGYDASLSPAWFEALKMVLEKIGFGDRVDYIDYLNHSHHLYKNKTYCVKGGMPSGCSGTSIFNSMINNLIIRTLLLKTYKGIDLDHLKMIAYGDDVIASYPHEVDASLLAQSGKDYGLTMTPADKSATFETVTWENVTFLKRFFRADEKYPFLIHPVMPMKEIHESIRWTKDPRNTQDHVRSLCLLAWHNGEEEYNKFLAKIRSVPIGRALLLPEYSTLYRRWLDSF
Polio RdRp inh FP z-score = further read-out of Polio RdRp inh, marked with its call; z-score; measured here: FP z-score; hits read low
The depositor's hits bear a star. A portion of the library; count on the stated rates, not on these rows.

SMILES | Polio RdRp inh | Polio RdRp inh FP z-score
Cc1occc1C(=O)Nc1cccc(/C=C/C(=O)O)c1 | 101 | 0.1
CC(=O)NC12CC3CC(C1)CC(C(=O)OCC(=O)c1ccc4c(c1)OCCO4)(C3)C2 | 103 | 0.3
CC1=C(C(=O)Nc2ccccc2)C(c2ccccc2)n2c(s/c(=C/c3ccc(C)o3)c2=O)=N1 (stereo unspecified) | 101 | -0.1
CCOC(=O)c1ccc2nc(C(F)(F)F)cc(N3CC(C)CC(C)C3)c2c1 (stereo unspecified) | 104 | 0.8
Cc1ccsc1C=Nc1ccc(OC(F)(F)F)cc1 | 102 | 0.2
Cc1c(C(=O)NCc2ccc(Cl)cc2)sc2nc3n(c(=O)c12)CCC3 | 105 | -0.2
Cc1n[nH]c(=S)n1CC(=O)n1c2c(c3ccccc31)CCCC2 | 100 | -0.5
Cc1ccc2[nH]c(=O)c(CN(CC3CCCO3)C(=S)NCCCN3CCOCC3)cc2c1 (stereo unspecified) | 103 | 0.3
COC(=O)CSCc1csc(-c2ccc(OC)c(OC)c2)n1 | 104 | 0.1
Cc1ccccc1C(=O)Nc1nnc(S(=O)(=O)N2c3ccccc3CC2C)s1 (stereo unspecified) | 103 | -1.1
Cc1ccc(C)c(NC(=O)CN(C)C(=O)C2=NNC(=O)CC2)c1 | 103 | 0.2
N#Cc1c2c(c(NCCN3CCOCC3)n3c1nc1ccccc13)CCCC2 | 101 | -0.2
CCC(=O)N1CCN(c2ccc(NC(=S)NC(=O)c3cc4ccccc4o3)cc2Cl)CC1 | 101 | 0.3
Brc1ccc2nc(SCCOc3ccccc3)[nH]c2c1 | 98 | -2
COc1ccc(-c2oc(NC(=O)COC(=O)C(C)(C)C)c(C#N)c2-c2ccc(OC)cc2)cc1 | 106 | 0.4
COc1ccccc1CNC(=O)CS(=O)(=O)Cc1nc(-c2ccccc2C)oc1C | 98 | -1
Cc1nc(CCNC(=O)Cc2ccccc2)cs1 | 105 | 0.9
Cc1cc(-c2ccco2)n(-c2ccccc2)n1 | 106 | 0.4
CC1=C(C(=O)Nc2ccccc2)C(c2ccncc2)C(C#N)=C(S)N1 (stereo unspecified) | 47 | -7
Cc1ccccc1NC(=O)c1cnc2sc(N3CCCC3)nn2c1=O | 111 | 0.4
CCC(C)SCC(=O)N1CCc2ccccc21 (stereo unspecified) | 104 | 0.7
C/C(=N\NC(=O)c1nc(Cl)c(Cl)c(N)c1Cl)c1cc(O)ccc1O | 105 | -0.1
CC(C)(C)OC(=O)N1Cc2[nH]cnc2CC1C(=O)O (stereo unspecified) | 103 | 0.5
O=C(/C=C/c1ccccc1)N1CCN(Cc2cc(=O)n3nc(-c4ccccc4Cl)sc3n2)CC1 | 109 | 0.4
COc1ccc(-c2[nH]ncc2CN2CCN(C)CC2)cc1 | 101 | 0

16 entries from above, reformatted:
| canonical_smiles | Polio RdRp inh | Polio RdRp inh FP z-score |
| --- | --- | --- |
| Cc1c(C(=O)NCc2ccc(Cl)cc2)sc2nc3n(c(=O)c12)CCC3 | 105 | -0.2 |
| Cc1n[nH]c(=S)n1CC(=O)n1c2c(c3ccccc31)CCCC2 | 100 | -0.5 |
| Cc1ccc2[nH]c(=O)c(CN(CC3CCCO3)C(=S)NCCCN3CCOCC3)cc2c1 (stereo unspecified) | 103 | 0.3 |
| COC(=O)CSCc1csc(-c2ccc(OC)c(OC)c2)n1 | 104 | 0.1 |
| Cc1ccccc1C(=O)Nc1nnc(S(=O)(=O)N2c3ccccc3CC2C)s1 (stereo unspecified) | 103 | -1.1 |
| Cc1ccc(C)c(NC(=O)CN(C)C(=O)C2=NNC(=O)CC2)c1 | 103 | 0.2 |
| N#Cc1c2c(c(NCCN3CCOCC3)n3c1nc1ccccc13)CCCC2 | 101 | -0.2 |
| CCC(=O)N1CCN(c2ccc(NC(=S)NC(=O)c3cc4ccccc4o3)cc2Cl)CC1 | 101 | 0.3 |
| Brc1ccc2nc(SCCOc3ccccc3)[nH]c2c1 | 98 | -2 |
| COc1ccc(-c2oc(NC(=O)COC(=O)C(C)(C)C)c(C#N)c2-c2ccc(OC)cc2)cc1 | 106 | 0.4 |
| COc1ccccc1CNC(=O)CS(=O)(=O)Cc1nc(-c2ccccc2C)oc1C | 98 | -1 |
| Cc1nc(CCNC(=O)Cc2ccccc2)cs1 | 105 | 0.9 |
| Cc1cc(-c2ccco2)n(-c2ccccc2)n1 | 106 | 0.4 |
| CC1=C(C(=O)Nc2ccccc2)C(c2ccncc2)C(C#N)=C(S)N1 (stereo unspecified) | 47 | -7 |
| Cc1ccccc1NC(=O)c1cnc2sc(N3CCCC3)nn2c1=O | 111 | 0.4 |
| CCC(C)SCC(=O)N1CCc2ccccc21 (stereo unspecified) | 104 | 0.7 |

Next section.
SMILES | Polio RdRp inh | Polio RdRp inh FP z-score
CCOc1ccccc1NC(=O)C(Cc1ccccc1)NS(=O)(=O)c1ccc(Br)s1 (stereo unspecified) | 101 | -1.1
COc1ccc(NC(=O)Cn2nnc(-c3ccc(S(C)(=O)=O)cc3)n2)cc1 | 103 | 0.5
O=c1cc(CSc2nnc3sc4ccccc4n23)c2ccc(Br)cc2o1 | 108 | 0.6
CC(C)OCCCNC(=O)CCCN1C(=O)CCn2nc(-c3cccn3C)cc21 | 100 | -1.6
Cc1ccc(N2CC(NC(=O)N3CCC(C(N)=O)CC3)CC2=O)cc1 (stereo unspecified) | 101 | -0.3
CCSC1=C(C#N)C(C)(C)C(C#N)C(=O)N1 (stereo unspecified) | 98 | -0.5
Cc1ccc(-n2ncc3c(NCCCN(C)C)ncnc32)cc1Cl | 102 | -0.8
Cc1cc(F)ccc1NC(=O)c1cc2sccc2n1Cc1ccc(Cl)cc1 | 102 | -0.1
CCCCCC1CC(=O)N(Cc2ccccc2)C(=O)N1 (stereo unspecified) | 99 | -0.4
Cn1/c(=N/N)sc2ccccc21 | 102 | 0.1
O=C(O)c1ccc(NS(=O)(=O)c2cc3c4c(cccc4c2)C(=O)NC3=O)cc1 | 102 | 0.1
Cc1ccccc1OCCn1c(CCNC(=O)C(C)(C)C)nc2ccccc21 | 108 | 0.3
O=S(=O)(NCc1nc2cccnc2n1Cc1ccccc1)c1ccc2c(c1)CCCC2 | 114 | 1.6
CC(C)C(=O)OCC(=O)Nc1ccccc1C(=O)Nc1ccc2c(c1)OCO2 | 101 | -0.2
N#C/C(=C(/O)c1ccco1)c1ccccn1 | 103 | -0.4
CCN(C(=O)c1nn(-c2ccc(OC)c(Cl)c2)c(=O)c2c1c1ccccc1n2C)c1cc(OC)ccc1OC | 108 | 0.6
Cc1ccc(C2=NN3C(=O)c4ccccc4C3C2)cc1 (stereo unspecified) | 105 | 0.4
Cc1onc(-c2ccccc2)c1C(=O)N=S(C)(C)=O | 104 | 0.6
CCOC(=O)c1cc(-c2ccccc2)sc1NC(=O)C(C)N1CCN(C(=O)c2ccco2)CC1 (stereo unspecified) | 102 | -0.3
Cc1cc(NC(c2cccnc2)c2ccc3cccnc3c2O)no1 (stereo unspecified) | 126 | 3.1
Cc1cccc(N2CCN(CCNC(=O)c3cc4c(s3)CS(=O)(=O)C4)CC2)c1C | 104 | 0.7
CC1Cc2cc(S(=O)(=O)CCC(=O)Nc3ccc(OC(F)(F)F)cc3)ccc2N1C(=O)C1CC1 (stereo unspecified) | 113 | 1
O=C(O)c1ccc[nH]c1=S | 104 | 0.3
CN1CCC(=NNC(=O)CN(c2ccccc2)S(=O)(=O)c2ccccc2)CC1 | 100 | 0.2
COc1ccccc1C(=O)Nc1c(C(=O)NC(C)(C)C)oc2ccccc12 | 104 | -0.4

Record cards, as listed above.
O=C(O)c1ccc[nH]c1=S reads Polio RdRp inh: 104; Polio RdRp inh FP z-score: 0.3
Cc1ccc(-n2ncc3c(NCCCN(C)C)ncnc32)cc1Cl reads Polio RdRp inh: 102; Polio RdRp inh FP z-score: -0.8

New compounds follow:
SMILES | Polio RdRp inh | Polio RdRp inh FP z-score
Cc1nc2c(c(C)nn2C)c(C)c1CCC(=O)NCc1ccccc1 | 100 | -0.7
C1CCN2C[C@@H]3C[C@H](CN4CCCC[C@@H]34)[C@H]2C1 | 101 | 0.5
CN(C)CCNC(=O)c1c(O)c2c(n(C3CC3)c1=O)CCCC2 | 99 | -0.5
OC(CNc1ccccc1Cl)Cn1nnnc1-c1ccccc1 (stereo unspecified) | 103 | 0.3
O=C(/C=C/c1ccco1)N(Cc1ccccc1)c1ccccn1 | 102 | -0.3
O=c1c2cnn(-c3ccccc3)c2ncn1/N=C/c1ccc(Cl)cc1 | 103 | -0.3
CC1CN(S(=O)(=O)c2ccccc2)C(C)N1C(=O)N1CCOCC1 (stereo unspecified) | 102 | 0.2
O=C(CN(Cc1ccc2c(c1)OCO2)C(=O)CSc1nc2ccccc2o1)NC1CCCCC1 | 103 | 0.4
O=S(=O)(c1ccc(Cl)cc1)c1nnn2c1nc(NCc1ccccc1)c1sccc12 | 110 | 0.5
Cc1ccc(S(=O)(=O)/N=C(\c2ccccc2)N2CCCC2)cc1 | 102 | 1.2
Cc1ccc(C(=O)Nc2ccc(Br)cc2)cc1S(=O)(=O)NCc1ccccc1 | 98 | -0.6
CCN1CCCC1CNC(=O)CCCN1C(=O)CCn2nc(C)cc21 (stereo unspecified) | 100 | -0.7
O=C(NCCc1ccccc1)c1ccc(Cn2c(SCc3cccc(F)c3)nc3cccnc32)cc1 | 104 | -0.8
Cc1ccc(C(=O)Nc2ccc(C(=O)O)cc2)cc1S(=O)(=O)N1CCC(C)CC1 | 103 | -0.2
O=S(=O)(NCc1csc(-c2ccccc2)n1)c1ccccc1 | 106 | 0
COc1ccc(/C=C/C(=O)Nc2ccccc2N2CCCCC2)cc1OC | 103 | 0.5
COCCN=c1scc(-c2cccs2)n1/N=C/c1ccc(N2CCOCC2)cc1 | 102 | 0.1
CSc1ccc(Cl)c(C(=O)OCC(=O)N2CCc3ccccc3C2)c1 | 100 | -0.4
CCOC(=O)c1c(S(=O)(=O)N2CCCC(C(=O)Nc3cccc(C#N)c3)C2)c(C)n(C)c1C (stereo unspecified) | 97 | -1.6
CCCCCCCC1N[C@H](C(=O)O)CS1 (stereo partly specified) | 101 | 0.1
Cc1cc(C)n2nc(C(=O)N(C)CC(=O)Nc3ccc(Cl)c(C(F)(F)F)c3)nc2n1 | 101 | -0.1
COc1cc2nc(C)[nH]c2cc1OC | 100 | 0
COc1ccc(-c2nc(SCC(=O)Nc3c(C)cc(C)cc3C)n[nH]2)cc1 | 115 | 1.4
CCCCC[C@H](O)/C=C/[C@@H]1[C@@H](C/C=C\CCCC(=O)O)[C@@H](O)C[C@H]1O | 101 | -0.1
N#CC1=C2C=CC=CN2/C(=C\c2cn(-c3ccccc3)nc2-c2cccs2)C1=O | 95 | -0.6

The listing continues:
SMILES | Polio RdRp inh | Polio RdRp inh FP z-score
Cc1ccc(-c2c3c(=O)n(C)c(=O)n(C)c3c3cnc4ccccc4n23)cc1 | 102 | -0.4
O=C(C1CCCCC1)N(Cc1cccnc1)c1nc2c(F)cc(F)cc2s1 | 114 | 1.5
CCOC(=O)c1ccsc1NC(=O)CSc1ccccc1 | 104 | 0.5
Cc1ccc(S(=O)(=O)CCc2nc3ccccc3n2CCC#N)cc1 | 100 | -0.4
O=C(Sc1cccc2cccnc12)c1ccccc1Cl | 107 | 1.4
CCC(CC)C(=O)NCc1ccccc1 | 101 | 0.2
Cc1cc([N+](=O)[O-])ccc1NC(=O)CSc1nccn1C | 106 | 0.2
Cc1ccc2[nH]c3c(=O)n(CC(=O)Nc4cccnc4)ncc3c2c1 | 101 | -0.1
COc1ccc(-c2noc(-c3ccc(NCc4ccco4)c([N+](=O)[O-])c3)n2)cc1 | 109 | 0.3
CCOc1cc2[nH]c(=O)n(CCC(=O)N3CCN(c4ccccc4)CC3)c(=O)c2cc1OCC | 109 | 0.3
CCc1cc2c(=O)c(-c3nc4ccccc4n3C)c(C)oc2c(CN2CCCCC2)c1O | 101 | -0.2
Cc1cc(NC(=O)c2cccc(Cl)c2)ccc1-c1cc2ccccc2oc1=O | 107 | 0.6
CCOc1ccccc1-n1nnc(-c2nc(-c3ccccc3)no2)c1N | 115 | 0
O=C(CSc1cn(CC(=O)N2CCCCC2)c2ccccc12)Nc1ccccc1 | 101 | -0.2
Cc1nn(-c2ccccc2)c2[nH]cc(C(=O)Nc3ccccc3)c(=O)c12 | 99 | -1.4
COc1ccc(-c2csc(C3COc4ccccc4O3)n2)c(OC)c1 (stereo unspecified) | 104 | 0.1
COc1ccc(CNC(=O)CN2C(=O)c3cccnc3Oc3ccc(C)cc32)cc1 | 100 | -1.3
O=C(Nc1ccc(Cl)cc1)Nc1csc(N2CCCCC2)n1 | 146 | 7.1
COCCOC(=O)c1c(C)oc2ccc(OCc3cc(C(=O)OC)oc3C)cc12 | 103 | 0.4
CCCn1c2ccccc2c2cnn(CC(=O)NCCc3ccc(S(N)(=O)=O)cc3)c(=O)c21 | 109 | 0.5
CS(=O)(=O)c1ccc(Cl)c(NC(=O)CN2CCCSc3ccccc32)c1 | 101 | -0.2
CCc1ccc(C2CC(=O)Nc3n[nH]c(-c4ccccc4)c32)cc1 (stereo unspecified) | 101 | 0.4
COc1ccc(CCNC(=O)C23CC4CC(CC(C4)C2)C3)cc1OC | 102 | 0
O=C1OCCC1Sc1nc2ccccc2c(=O)n1Cc1ccco1 (stereo unspecified) | 101 | -0.2
Cc1cccc(NS(=O)(=O)c2ccc(Cl)c(C(=O)Nc3ccccc3C)c2)c1 | 107 | 0.6

(listing goes on)
SMILES | Polio RdRp inh | Polio RdRp inh FP z-score
CCc1nonc1NC(=O)c1oc2cc(C)c(Cl)cc2c1C | 111 | 0.7
COc1ccc(C(=O)Oc2cc(-c3ccc(OC)c(OC)c3)cc(=O)c3c(C)oc(C)c23)cc1 | 120 | 2.9
CCOC(=O)C1=C(C)NC(SC)=NC1c1ccc(OC)cc1 (stereo unspecified) | 105 | 0.8
COC(=O)Nc1ncc(CN2CCCCC2)s1 | 100 | -0.3
Cc1cccc(N(C)S(=O)(=O)c2nnc(NC(=O)c3cccs3)s2)c1 | 110 | 0.3
COc1ccc(C2C(C#N)C(C#N)N3CCCN23)cc1 (stereo unspecified) | 100 | 0
O=C(N/N=C/c1ccc(O)c(O)c1O)c1ccccc1-n1cccc1 | 95 | -0.7
Cc1ccc(NC(=O)CCNS(=O)(=O)c2cccc3nsnc23)cc1 | 105 | 0
